WT yeast gro inh: growth inhibition of WT strain, primary screen, mitochondrial fusion inhibitor project, WT and mutant strains, chemical genetic; mitochondrial fusion phenotypic screen; inhibition, % at 10 µM; hit rate 2.1% among 190,000; in the data active means inhibition above about 58%; tested in S. cerevisiae
Myeloid diff MLP: induction of myeloid progenitor differentiation, primary screen, cell-based, flow cytometry, MLPCN library | ER-HoxA9 myeloid progenitors, lysozyme-GFP differentiation | calls only at 10 µM | hit rate 1% among 360,000;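 active means normalized GFP-positive differentiation at or above the plate's own cutoff, the solvent-only control mean plus 3 SD; inconclusive means no clear call, values can overlap the other calls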;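 further: cells exposed to compound for four days before flow analysis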
Hep lipid drop: inhibitors of hepatocyte lipid droplet formation, primary screen, imaging, high-throughput imaging, BODIPY stain; AML12 mouse hepatocytes, oleate lipid droplets; inhibition, % at 6.5 µM; hit rate 0.4% among 240,000;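 active means lipid droplet intensity inhibited by at least 50%, with more than 500 cells counted; inconclusive means wells with under 300 cells, treated as cytotoxic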
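System: AML12 hepatocytes (mouse). Probe or stimulus: oleic acid at 100 µM to induce lipid droplet formation. Times: overnight treatment with compound plus oleate. Detection: Image-based BODIPY and DAPI two-channel analysis. Evaluation: percent inhibition of filter-corrected integrated lipid droplet intensity per well.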
West Nile antiviral: West Nile virus antiviral activity, cell-based, CPE readout (AID 1621). West Nile virus-infected cells, CPE inhibition; higher % means a stronger effect. one-dose CPE inhibition, % at 10 µM; IC50 in µM for titrated hits. hit rate 0.02% among 290,000; in the data active means a potency from the dose series; inconclusive means CPE inhibition mostly from about 3.7% at the one dose, without a potency; inactive means the rest, 99 in 100 with CPE inhibition below about 2.2%; further: strong numbers were not always called active
Insulin prom up: insulin promoter activators in MIN6 cells, imaging, high-content screening, mouse beta cells | MIN6 insulin promoter-GFP reporter; active compounds read high | z-score at 5 µM | hit rate 0.3% among 190,000 | AID 1625, 2009;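 active means z-score above 3 at 5 µM with at least 500 cells counted in the well; inconclusive means wells under 500 cells, flagged as cytotoxic or low count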
Autophagy mod: autophagy modulators in MEF cells, primary screen, imaging, high-content, MEF GFP-LC3; MEF GFP-LC3 puncta imaging; test concentration mostly 10 µM; calls only at 10 µM (by protocol); hit rate 0.98% among 190,000; AID 463193, 2010;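 active means percentage of spot-positive cells more than 3 SD above its plate mean, without a fluorescence outlier flag or 80% toxicity; inconclusive means no clear call, values can overlap the other calls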;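 further: spot-positive cell cutoff set from DMSO-treated cells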
bCat nuc transl: modulators of beta-catenin nuclear translocation, primary screen, imaging, HeLa cells, immunofluorescence, high-content. hit rate 0.3% among 190,000. nuclear translocation activity, % at 5 µM. AID 1665, 2009;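 active means nuclear translocation activity above 50% at 5 µM, with a well cell count of 50 or more; inconclusive means wells under 50 cells across six images, flagged as toxic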;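 further: per-cell ratio of nuclear to cytoplasmic median beta-catenin stain intensity; plate controls were DMSO negative control for no effect and GSK-3 inhibitor IX positive control for full effect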
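assay system = human HeLa cells, endogenous beta-catenin | times = compound treatment 24 h, 37°C, 5% CO2 | detection = Anti-beta-catenin immunofluorescence on PFA-fixed, Triton-permeabilized cells, DAPI nuclei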
MT stabilizer: microtubule stabilizers in HeLa cells, primary screen, imaging, high-content imaging; AID 2205, 2009; % tubulin-high responders, % at 10 µM; HeLa tubulin immunostaining HCS, 24 h; share of cells brighter than vehicle mean+2SD; hit rate 0.83% among 200,000;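 active means plate Z-score above 3 for both tubulin-high and condensed-nucleus cell shares, with cell loss under 80%, at 10 µM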;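 further: anti alpha tubulin signal scored within the nucleus-defined area of each cell; some results filed as inactive read as strong as hits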
T cell modulator: modulators of CD8 T cell-vesicle binding, primary screen, mouse 2C CD8+ T cells, flow cytometry; 2C CD8+ T cell-vesicle binding; active compounds read low; calls only at 7 µM; hit rate 0.068% among 330,000;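 active means response, share of CD8 T cells binding vesicles, and their 90th percentile fluorescence all below set limits, cut at about 80% in these data, passing the limit was not always enough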
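Material: 2C TCR transgenic mouse naive CD8+ T cells, MACS-purified. Also added: QL9-charged Drosophila Ld/ICAM-1/B7-1 vesicles. Timing: binding 1.5 h at 37 °C. Measured by: high-throughput flow cytometry with anti-B7-1 and anti-CD8 staining. Read-out: percent CD8+ FL2 mean versus row control. Controls: Unloaded micro-vesicles (low), QL9 vesicles with 0.7% DMSO (high).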
WT yeast gro inh mutant strain: recorded beside WT yeast gro inh, whose call it bears; inhibition, %; mitochondrial fusion phenotypic screen, mutant strain inhibition
Insulin prom up cell count: second read-out of Insulin prom up, no call of its own (marks repeat the call); cell count; measured here: cytotoxicity, nuclei count;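 total cells summed across four imaged fields per well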
Hep lipid drop cells 6.5 µM: further read-out of Hep lipid drop, marked with its call; cell count; measured here: cell count, cytotoxicity flag;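 cells counted across two imaged fields per well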
bCat nuc transl cell count 5 µM: second read-out of bCat nuc transl, no call of its own (marks repeat the call); cell count; measured here: cell count, cytotoxicity flag
T cell modulator vesicle-bound %: recorded beside T cell modulator, whose call it bears; double positive events, %; measured here: CD8+ vesicle-bound cell fraction;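 binding gate set so that unloaded-vesicle control wells show 10% double positive cells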
MT stabilizer Hoechst-high %: also measured in MT stabilizer; calls as there; % Hoechst-high responders; measured here: nuclear condensation Hoechst responders;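 share of cells brighter than vehicle mean plus two SD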
MT stabilizer cytotoxicity %: also measured in MT stabilizer; calls as there; toxicity, %; measured here: cytotoxicity by cell density;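 0% = mean cell density of plate MIN control wells and 100% = no cells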
Autophagy mod cell loss 18 h: also measured in Autophagy mod; calls as there; toxicity, %; measured here: cell loss, nuclei count;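 cell loss after 18 h compound exposure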
Myeloid diff MLP GFP+ MAC1+ %: second read-out of Myeloid diff MLP, no call of its own (marks repeat the call); GFP+ MAC1+ double positive, %; measured here: differentiation confirmed by MAC1 staining
* marks the source's active call; other numbers are inactive results; i = inactive; ? = inconclusive; . = not tested or not shown.

| molecule | WT yeast gro inh | WT yeast gro inh mutant strain | Myeloid diff MLP | Myeloid diff MLP GFP+ MAC1+ % | Hep lipid drop | Hep lipid drop cells 6.5 µM | West Nile antiviral | Insulin prom up | Insulin prom up cell count | Autophagy mod | Autophagy mod cell loss 18 h | bCat nuc transl | bCat nuc transl cell count 5 µM | MT stabilizer | MT stabilizer Hoechst-high % | MT stabilizer cytotoxicity % | T cell modulator | T cell modulator vesicle-bound % |
| --- | --- | --- | --- | --- | --- | --- | --- | --- | --- | --- | --- | --- | --- | --- | --- | --- | --- | --- |
| CCOCCCn1c(=S)[nH]c2cc(C(=O)NCCc3ccc(OC)c(OC)c3)ccc2c1=O | . | . | i | 0.3 | 11 | 677 | 0.3% | . | . | . | . | . | . | . | . | . | i | 30 |
| FC(F)(F)c1nnc(N2CCN(c3ccc(Cl)cc3)CC2)s1 | . | . | i | 1.0 | 10 | 674 | 0.3% | 1.8 | 934 | . | . | -0.9 | 1286 | . | . | . | i | 42 |
| CCCCN1CNC(=S)N(Cc2ccccc2)C1 | 11 | -3 | i | 0.4 | -21 | 660 | -0.7% | 0.5 | 1477 | i | 13 | -0.6 | 1172 | 1.8 | 2.0 | 1.3 | i | 48 |
| CCCCC(CC)CNC(=O)C1C2C=CC(C2)C1C(=O)O (stereo not drawn) | -5 | -62 | i | 5.8 | 9 | 784 | 0.1% | -0.76 | 894 | i | -3 | -5.6 | 1266 | 2.1 | 1.2 | 7.9 | i | 33 |
| CC(OC(=O)c1ccc2c(=O)n3c(nc2c1)CCCCC3)C(=O)Nc1ncc(Cl)cc1Cl (stereo not drawn) | -2 | -9 | i | 0.9 | -2 | 624 | 0.2% | 0.01 | 1257 | i | 11 | -2.7 | 561 | 1.7 | 1.8 | 6.1 | i | 6 |
| COc1ccc(-c2csc(NC(C)=O)n2)cc1OC | 1 | 11 | i | 0.2 | 2 | 765 | 0.6% | 0.19 | 1331 | i | -4 | -3.0 | 1121 | 2.2 | 0.4 | 32 | i | 34 |
| Cc1onc(-c2ccccc2Cl)c1C(=O)Nc1ccccc1N1CCOCC1 | 16 | 23 | i | 1.1 | . | . | -0.2% | 1.3 | 965 | i | 0 | . | . | 1.4 | 1.1 | 2.7 | i | 58 |
| O=C(O)c1cc(-n2[nH]c(=O)c3ccccc3c2=O)ccc1Cl | . | . | i | 0.2 | -9 | 774 | -0.6% | . | . | . | . | . | . | . | . | . | i | 39 |
| CC(NC(=O)c1ccc(Cn2cc([N+](=O)[O-])cn2)cc1)c1ccccc1 (stereo not drawn) | 0 | -11 | i | 0.6 | -19 | 621 | 0.7% | 0.71 | 1318 | i | -8 | . | . | 4.0 | 3.1 | 7.5 | i | 14 |
| Cc1nnc(Nc2ccc(C(=O)NCCO)cc2)c2ccccc12 | -19 | -2 | i | 1.6 | . | . | 0.4% | 1.6 | 1370 | i | 6 | -4.5 | 868 | 3.3 | 2.4 | 0.6 | i | 22 |
| Cc1ccc(OCCCn2ccnc2)cc1C | 44 | 35 | i | 1.0 | 10 | 839 | -0.1% | 1.3 | 823 | i | 8 | -3.9 | 1087 | 2.4 | 1.6 | 8.4 | i | 19 |
| Cc1cc(NC(=O)Cn2cnc3sc(C)c(-c4ccccc4)c3c2=O)no1 | -1 | -6 | i | 0.8 | 11 | 774 | -0.9% | 0.13 | 1167 | i | -4 | -1.2 | 1219 | 4.1 | 2.7 | 5.9 | . | . |
| COc1ccnc(Nc2cccc(C)c2)c1C#N | 13 | -3 | i | 2.2 | 0 | 724 | 0.0% | -0.04 | 1841 | i | 0 | -2.7 | 1134 | 1.2 | 1.8 | 8.0 | i | 25 |
| CC(CC(=O)Nc1ccc(-c2ccno2)cc1)n1cccn1 (stereo not drawn) | . | . | i | 4.1 | -5 | 781 | -0.1% | . | . | . | . | . | . | . | . | . | i | 6 |
| Cc1ccc(NC(=O)N2CCCc3ccccc32)cc1C | . | . | i | 2.1 | -30 | 846 | -1.7% | . | . | . | . | . | . | . | . | . | i | 3 |

Reprinted from the part before: 2 entries; new compounds follow.
| molecule | WT yeast gro inh | WT yeast gro inh mutant strain | Myeloid diff MLP | Myeloid diff MLP GFP+ MAC1+ % | Hep lipid drop | Hep lipid drop cells 6.5 µM | West Nile antiviral | Insulin prom up | Insulin prom up cell count | Autophagy mod | Autophagy mod cell loss 18 h | bCat nuc transl | bCat nuc transl cell count 5 µM | MT stabilizer | MT stabilizer Hoechst-high % | MT stabilizer cytotoxicity % | T cell modulator | T cell modulator vesicle-bound % |
| --- | --- | --- | --- | --- | --- | --- | --- | --- | --- | --- | --- | --- | --- | --- | --- | --- | --- | --- |
| CC(CC(=O)Nc1ccc(-c2ccno2)cc1)n1cccn1 (stereo not drawn) | . | . | i | 4.1 | -5 | 781 | -0.1% | . | . | . | . | . | . | . | . | . | i | 6 |
| Cc1ccc(NC(=O)N2CCCc3ccccc32)cc1C | . | . | i | 2.1 | -30 | 846 | -1.7% | . | . | . | . | . | . | . | . | . | i | 3 |
| COc1ccc(CN2CC(C(=O)NCCN3CCN(c4ccccc4F)CC3)CC2=O)cc1 (stereo not drawn) | 5 | 14 | i | 0.9 | -18 | 712 | 0.1% | 0.29 | 892 | i | -1 | -2.0 | 1080 | 1.4 | 1.7 | 4.0 | i | 14 |
| CNC(=S)N(Cc1ccc2c(c1)OCO2)C1CC(=O)N(c2ccc(F)cc2)C1=O (stereo not drawn) | -9 | -6 | i | 0.9 | -19 | 574 | -0.4% | 0.56 | 1838 | i | 15 | -0.7 | 1031 | 3.6 | 1.5 | 6.5 | i | 49 |
| OCCOc1cccc(CN2CCC(CO)(CCOc3ccccc3)CC2)c1 | -17 | -6 | i | 0.4 | -5 | 682 | -0.4% | -0.37 | 1521 | i | -4 | 0.6 | 1485 | 1.0 | 1.9 | 6.1 | i | 49 |
| Cc1cnc(C(=O)OCc2c(C)cc(C(C)(C)C)cc2C)cn1 | . | . | i | 2.1 | -7 | 758 | -0.4% | . | . | . | . | . | . | . | . | . | i | 27 |
| COc1ccc(NC(=O)N2CCNC(=O)C2CC(=O)Nc2ccc(F)cc2)cc1 (stereo not drawn) | . | . | i | 1.2 | -17 | 777 | 0.1% | . | . | . | . | . | . | . | . | . | i | 26 |
| O=C(Nc1nccs1)C1CCN(S(=O)(=O)c2cccs2)CC1 | -8 | -8 | i | 0.1 | -4 | 662 | -0.1% | -0.9 | 1213 | i | -2 | -3.8 | 1105 | 1.9 | 2.4 | 3.1 | i | 28 |
| O=C(C(=O)N1CCN(c2cccc(Cl)c2)CC1)c1cn(CC(=O)N2CCOCC2)c2ccccc12 | . | . | i | 0.7 | -5 | 650 | -0.2% | . | . | . | . | . | . | . | . | . | i | 10 |
| Cc1csc(NC(=O)c2ccc(S(C)(=O)=O)cc2)n1 | -1 | -6 | i | 0.8 | 4 | 721 | 0.6% | . | . | i | 5 | -1.2 | 1059 | 2.9 | 2.6 | 8.6 | i | 63 |
| O=C(NCc1ccco1)C1CCN(S(=O)(=O)N2CCC3(CC2)OCCO3)CC1 | 20 | 2 | i | 0.4 | -33 | 676 | 0.3% | ? | . | i | -9 | 0.5 | 984 | 3.5 | 2.7 | 3.8 | i | 16 |
| CCCc1cc(=O)oc2cc(OCC(=O)NC(Cc3c[nH]c4ccc(O)cc34)C(=O)O)c(Cl)cc12 (stereo not drawn) | . | . | i | 3.3 | 5 | 811 | 0.2% | . | . | . | . | . | . | . | . | . | i | 28 |
| COc1ccc(CCNC(=O)CSc2nc(-c3ccco3)cc(C(F)(F)F)n2)cc1OC | -15 | -21 | i | 1.9 | -17 | 772 | -0.8% | -0.29 | 1246 | i | 3 | -4.8 | 1194 | 5.3 | 1.5 | 3.6 | i | 24 |
| CC1CCN(CCOc2ccc(C(=O)c3ccccc3)cc2)CC1 | . | . | i | 0.5 | -2 | 782 | -1.3% | . | . | . | . | . | . | . | . | . | i | 55 |
| O=C(Nc1ccccc1O)c1c(O)c2c([nH]c1=O)CCCC2 | 49 | 44 | i | 0.9 | 2 | 637 | -0.2% | -0.44 | 1354 | i | -8 | -0.7 | 1517 | 2.2 | 1.7 | 8.6 | i | 53 |
| CSCCC(NC(=O)COc1ccccc1)C(=O)NCC1COc2ccccc2O1 (stereo not drawn) | . | . | i | 5.2 | -43 | 720 | -1.1% | . | . | . | . | . | . | . | . | . | i | 21 |
| CC(=O)Nc1ccc(NC(=O)C(OC(=O)c2ccccc2)C(OC(=O)c2ccccc2)C(=O)O)cc1 (stereo not drawn) | -12 | 11 | i | 0.6 | -2 | 739 | 0.7% | 0.12 | 1374 | i | -6 | 1.3 | 1069 | 3.4 | 2.5 | 7.0 | i | 56 |
| Cc1ccccc1NC(=O)c1cccc(NC(=O)CCC(=O)O)c1 | -10 | 1 | i | 0.1 | 20 | 700 | -0.5% | 0.37 | 1589 | i | -16 | -0.1 | 1553 | 2.2 | 2.2 | 6.4 | i | 50 |
| CCCSc1nc2cc(C)c(C)cc2n1CC(C)O (stereo not drawn) | -14 | 12 | i | 0.5 | -14 | 628 | 0.4% | 0.41 | 1267 | i | -5 | 0.9 | 1046 | 2.5 | 2.5 | 5.8 | i | 57 |
| O=C(c1ccccc1)c1ccncc1 | 30 | 23 | i | 0.9 | -3 | 718 | -0.2% | 0.02 | 795 | i | 1 | . | . | 3.0 | 1.3 | 5.0 | i | 4 |

Compound activity from PubChem.
